Pemphigus Ab inh: human desmoglein-3 autoantibody binding inhibition. P32926. DSG3-coupled beads, scFv-anti-DSG3-GFP binding, flow cytometry; active compounds read low. binding (percent of control), % at 10 µM. hit rate 0.48% among 310,000. AID 588358;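 active = binding more than 3 SD below its plate's average and above zero; inconclusive = below that plate limit but binding exactly zero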;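 note: hits lower antibody fragment binding to DSG3; some compounds called inactive have numbers as strong as hits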
Wnt bcat act: activates Wnt/beta-catenin signaling in a reporter cell assay; activator, plate reader; activation, % at 9.35 µM; hit rate 1.2% among 300,000; in the data active = activation above about 30%, passing the limit was not always enough; inconclusive = no clear call, values can overlap the other calls;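 note: 0% = neutral control wells and 100% = positive control wells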
MOR-DOR ag: agonists of human mu-delta opioid receptor heterodimerization. cells, OPRM1-OPRD1 heterodimerization, luminescence. activation, % at 9.3 µM. hit rate 0.3% among 340,000. AID 504326; in the data active = activation above about 18%;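 note: 0% = vehicle-treated cells and 100% = reference agonist; values of inactives mirror those of a sister screen read the other way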
MOR-DOR inv ag: mu-delta opioid heterodimer inverse agonism; cell-based MOR-DOR heterodimer luminescence; inhibition, % at 9.3 µM; hit rate 0.21% among 340,000; AID 504357; in the data active = inhibition above about 22%, passing the limit was not always enough;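 note: 0% = cells with DMSO and 100% = wells without cells with DMSO; values of inactives mirror those of a sister screen read the other way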
Arrestin-AP2 inh: inhibitors of human beta-arrestin and AP2 interaction; hit rate 0.31% among 340,000; inhibition, % at 10 µM; FITC-arrestin peptide / GST-AP2 beads, flow cytometry; AP2 beta2 appendage carries R879A mutation;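 active = inhibition above a set limit, near 3 SD of compounds lacking own fluorescence, cut at about 54% in these data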;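 note: plate controls were DMSO wells for no effect and 5 µM unlabelled arrestin peptide for full effect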
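Material – AP2 appendage R879A on GSH beads · Buffer or medium – PBS with 0.05% Tween 20 and 0.1% BSA · Probe or stimulus – fluorescein-tagged arrestin peptide at 50 nM final · Incubation – compound with beads 12 min RT, then probe 1 h RT · Detection – high-throughput flow cytometry of beads, ex 488, em 535 nm · Evaluation – percent response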
V-ATPase pHluor: regulators of yeast V-ATPase proton transport | S. cerevisiae, pHLuorin cytosolic pH fluorescence | response, % at 10 µM | hit rate 0.37% among 350,000; in the data active = response mostly above about 7.3%, no sharp cut-off; inactive = mostly below about 5.4%; note: actives read high; inactives centre near 0; some compounds called inactive have numbers as strong as hits; reference of the scale not given here
Keap1 Nrf2 FP: Keap1-Nrf2 (human) interaction inhibition; Keap1 Kelch-Nrf2 peptide fluorescence polarization, 1536-well; inhibition, % at 9.4 µM; hit rate 0.15% among 340,000; AID 504523; in the data active = inhibition above about 12%; inconclusive = no clear call, values can overlap the other calls; inactive = below about 7.3%;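 note: human Keap1 Kelch domain with fluorescein labeled Nrf2 9mer peptide probe; 0% = neutral control wells and 100% = peptide positive control; higher means more block of Keap1 binding to Nrf2 peptide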
Target sequence (Q14145 whole entry, looked up, the tested form may be a part): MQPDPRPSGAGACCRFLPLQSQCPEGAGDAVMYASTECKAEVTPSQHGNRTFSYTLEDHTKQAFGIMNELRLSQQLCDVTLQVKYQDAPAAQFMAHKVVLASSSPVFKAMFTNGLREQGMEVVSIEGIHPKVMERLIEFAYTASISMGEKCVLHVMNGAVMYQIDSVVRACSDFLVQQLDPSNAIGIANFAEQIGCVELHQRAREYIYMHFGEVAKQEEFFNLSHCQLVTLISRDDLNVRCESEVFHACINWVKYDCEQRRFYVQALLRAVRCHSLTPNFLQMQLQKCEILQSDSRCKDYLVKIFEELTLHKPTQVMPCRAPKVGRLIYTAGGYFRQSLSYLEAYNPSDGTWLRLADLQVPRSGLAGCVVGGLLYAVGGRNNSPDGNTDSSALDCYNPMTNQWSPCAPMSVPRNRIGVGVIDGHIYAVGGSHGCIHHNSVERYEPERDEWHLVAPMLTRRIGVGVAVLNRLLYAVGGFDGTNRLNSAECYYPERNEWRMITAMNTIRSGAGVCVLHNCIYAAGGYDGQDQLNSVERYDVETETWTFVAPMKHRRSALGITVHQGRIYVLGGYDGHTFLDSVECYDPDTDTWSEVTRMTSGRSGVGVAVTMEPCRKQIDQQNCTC
Cardiac RTF inh: cardiac RTF calcium desensitization; inhibition, % at 7.15 µM; P19429+P45379; hit rate 0.12% among 340,000; AID 493244; IANBD-labeled cardiac RTF, Ca2+ fluorescence;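 active = inhibition above the mean inhibition of all tested compounds plus 3 SD, cut at about 17% in these data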;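 note: assay run at fixed EC70 calcium of 1.6 mM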
RTF Ca sens act: cardiac RTF calcium sensitization; IANBD-labeled TnC RTF fluorescence at EC20 calcium; 0% EC20 calcium, 100% full calcium; activation, % at 7.2 µM; AID 493008; P19429+P45379; hit rate 0.24% among 340,000;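 active = activation above the mean over all tested compounds plus 3 SD, cut at about 30% in these data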;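 note: rise in fluorescence read as greater calcium sensitivity of cardiac thin filaments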
C-LANA FP: inhibitors of KSHV LANA C-terminal domain DNA binding | MBP-C-LANA/FAM-LBS DNA binding, fluorescence polarization | inhibition, % at 9 µM | hit rate 0.078% among 340,000 | AID 504423;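 active = highest replicate inhibition at or above 60% at 9 µM, even if other replicates fall short; inactive = all replicates below 60% inhibition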;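 note: 0% = neutral control wells and 100% = 4 µM acridine orange control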
Numbers without * were called inactive; ? = inconclusive; · = no result given. Rows are unselected (roughly 3.1% active in at least one column).

SMILES	Pemphigus Ab inh	Wnt bcat act	MOR-DOR ag	MOR-DOR inv ag	Arrestin-AP2 inh	V-ATPase pHluor	Keap1 Nrf2 FP	Cardiac RTF inh	RTF Ca sens act	C-LANA FP
COc1cc(C(=S)NC2CCCCC2)ccc1O	100	·	-2.0	12	-1	-1	-5	-7	-5	-0.1
O=C(NCc1nc2ccccc2[nH]1)c1cccc(S(=O)(=O)N2CCCC2)c1	105	-5	-1.9	12	27	-2	3	5	-6	0.2
O=C(CCCSc1nc2ccccc2s1)NC1=NCCS1	91	-9	-3.2	16	-9	1	5	-1	-5	1.0
Cc1cc(C(=O)CSc2nnc(-c3cccc(F)c3)n2N)c(C)n1Cc1ccc2c(c1)OCO2	100	-4	-0.7	4	23	1	-1	2	-4	0.8
COc1ccc(-n2c(=S)[nH]c3cc(C(=O)NCCCN4CCOCC4)ccc3c2=O)cc1	107	-3	-2.6	14	24	3	-6	2	-4	-0.6
COc1ccccc1/C=C1\SC(=S)N(CCC(=O)Nc2nnc(C)s2)C1=O	101	-3	-1.4	8	37	4	0	-4	0	0.5
CCOC(=O)c1c(N)sc2c1C1CCN2CC1	117	-7	-0.7	3	9	-2	1	-10	1	3.4
Cc1ccccc1Cn1c(=O)n(-c2ccccc2)c(=O)c2ccc(C(=O)NCc3ccco3)cc21	104	-4	-1.7	9	-1	-4	-6	-6	0	-0.2
CCc1ccccc1NC(=O)CC1SCCNC1=O (stereo not drawn)	129	-1	-1.4	7	10	-5	1	1	2	-0.2
CC(=O)N=c1c(C#N)cc2c(=O)n3ccccc3nc2n1Cc1ccccc1	98	·	-0.9	6	3	-1	0	-16	1	-0.2
Cc1ccc(C)c(NC(=O)CCC(=O)N/N=C/c2cc([N+](=O)[O-])ccc2O)c1	128	0	-5.5	28	-5	-3	1	-3	4	-0.1
CCOc1ccc(C(CC(=O)O)n2cnnn2)cc1 (stereo not drawn)	97	-2	-1.8	9	-10	2	2	-7	-1	-0.6
CC(C(=O)NCc1ccco1)c1ccc([N+](=O)[O-])cc1 (stereo not drawn)	93	-1	1.9	-14	7	0	-3	-7	-5	-0.7
O=C(CSc1nc2ccccc2[nH]1)c1ccc2c(c1)OCO2	·	54*	-1.5	8	-2	2	-4	-2	6	-1.6
COc1ccc2cc(CN(C(=O)Nc3ccccc3OC)C3CCCC3)c(=O)[nH]c2c1	79	·	1.5	-9	6	6	0	1	-15	-0.7
COc1ccc(NC(=O)CS(=O)CC(=O)Nc2cccc3cccnc23)cc1 (stereo not drawn)	99	-2	-1.0	6	17	-2	3	-3	1	-0.2
COCCN(Cc1cc2cc3c(cc2n2nnnc12)OCO3)C(=O)c1ccccc1F	95	·	-1.6	8	1	1	2	-4	4	-0.1
Cc1ccc(NC(=O)CN(C)c2ccc(S(=O)(=O)N3CCN(C)CC3)cn2)cc1	106	-3	-3.0	16	-10	-5	-4	-4	-4	-1.5
CCOC(=O)C1=C(C)NC(C)=C(C(=O)OCC)C1C	86	6	0.4	-2	8	-3	-3	1	-4	0.2
Nc1cc2c(cc1Br)[nH]c(=O)c1ccccc12	83	-16	5.6	-29	-4	-2	1	-5	-4	-2.3
CCc1ccc(O)c(-c2cc(C(=O)Nc3cccnc3)[nH]n2)c1	104	?	-2.0	10	14	0	-1	1	3	-1.3
CC(C)CCN1CCN(Cc2ccon2)CC1CCO (stereo not drawn)	121	-1	-1.7	8	28	2	3	1	5	-0.2
CSCCc1nc(SCC(=O)Nc2nnc(C)s2)[nH]c1C	·	·	-3.9	16	2	3	-2	-4	-2	0.1
O=c1c2nncn2c2cc(C(F)(F)F)ccc2n1CCNc1ncc(C(F)(F)F)cc1Cl	94	-4	-2.3	12	1	-2	-3	-3	-4	0.7
CC(C)CSc1ncnc2c1oc1nc3c(cc12)COC(C)(C)C3	94	·	0.1	-1	6	1	-1	-17	-5	0.6

More structures
SMILES	Pemphigus Ab inh	Wnt bcat act	MOR-DOR ag	MOR-DOR inv ag	Arrestin-AP2 inh	V-ATPase pHluor	Keap1 Nrf2 FP	Cardiac RTF inh	RTF Ca sens act	C-LANA FP
CCN(CC)S(=O)(=O)c1ccc(C(=O)NNC(=O)c2csc(N3CCOCC3)n2)cc1	103	-1	-3.1	16	-4	3	-2	-9	-4	0.8
c1ccc(Nc2nc(-c3ccncc3)nc3ccccc23)cc1	122	-5	-4.9	26	12	-2	1	0	-2	0.1
CCC(=O)Nc1ccc(NC(=O)c2cc3ccccc3o2)c(OC)c1	98	-2	-1.3	6	-1	-2	-16	-6	0	-3.4
COc1ccccc1C(=O)OCC(=O)Nc1ccc(OC(F)F)cc1	100	0	-2.0	8	9	2	2	-5	-6	-0.9
Cc1nn(-c2ccccc2)c(Cl)c1/C=N/NC(=O)CNC(=O)c1ccccc1Cl	99	-1	0.7	-5	8	3	1	-4	-4	-1.2
COC(=O)c1cc(NC(=O)CN2CCC(C(N)=O)(N3CCCCC3)CC2)cc(C(=O)OC)c1	117	-4	-1.4	9	-8	-2	-1	-1	-10	1.5
CC1(C)S[C@@H]2[C@H](NC(=O)C(C(=O)O)c3ccccc3)C(=O)N2[C@H]1C(=O)O (stereo partly drawn)	·	·	-0.5	3	-6	0	-3	4	0	1.0
Cc1nc(S/C(=C/c2ccc(-c3cccc(Cl)c3)o2)C(=O)O)n[nH]1	107	·	-1.7	10	-2	-1	1	-1	1	8.2
O=C(NC(=S)Nc1ccccc1F)C1CCCCC1	·	7	9.0	-51	-7	1	5	-11	-2	4.4
COc1ccc(C2=NN(C(C)=O)CC2c2cccc([N+](=O)[O-])c2)cc1 (stereo not drawn)	105	2	-1.7	9	19	1	0	1	-10	2.0
O=C(CSc1nnc(-c2cccnc2)n1CCc1ccccc1)N1CCCCC1	·	·	0.7	-4	-6	-1	-6	-10	10	-5.6
CC(C)(C)C(=O)n1nc(-c2ccccc2)oc1=O	89	-1	-1.1	7	5	1	-3	-8	-6	-1.8
Cc1cc(C)n2nc(SCC(=O)N(Cc3ccccc3)C3CCS(=O)(=O)C3)nc2n1 (stereo not drawn)	97	-1	-0.5	3	-2	1	-2	-6	2	1.1
O=C(O)CCN1CCc2ccccc21	102	1	-1.6	10	-4	2	3	-6	11	6.2
Cc1c(-c2ccccc2)nc2ccccc2c1C(=O)Nc1ccncc1	103	-1	4.4	-22	8	-2	-1	-1	-3	-1.7
COCC(=O)N/N=C(\C)CC(=O)Nc1ccccc1C(N)=O	97	·	-1.0	6	19	3	3	-5	-6	-0.6
CC(C)CN(C(=O)C1CC1)C1CCS(=O)(=O)C1 (stereo not drawn)	99	-3	-1.9	12	-7	3	0	0	-4	0.2
O=C(Cn1nnc(-c2ccccc2)n1)NC(=O)NC1CCCC1	102	-20	5.8	-24	-18	-1	-3	-2	1	0.7
CCCCC1(C)NC(=O)c2c(C)sc(C(=O)OCC)c2N1 (stereo not drawn)	99	·	8.8	-41	25	1	-3	3	-1	-0.4
Nn1c(SCC(=O)Nc2ccccc2)nnc1C1CCCCC1	82	3	-0.8	6	-18	-3	3	-1	1	-0.5
Cc1ccc2nsnc2c1NC(=O)c1ccc(-c2cc(Cl)ccc2Cl)o1	101	·	0.0	0	-41	2	-7	-4	3	-0.3
CCC1CCCCN1CCCNC(=O)CNC(=O)c1nn(-c2ccc(OC)cc2)c(=O)c2ccccc12 (stereo not drawn)	119	-1	2.3	-18	-3	5	-6	8	2	1.9
CN1CCN(C(CNC(=O)C(=O)Nc2ccc3c(c2)OCO3)c2ccc(F)cc2)CC1 (stereo not drawn)	97	-2	-0.6	4	-1	5	1	-11	-4	-0.5
Cc1cc(S(=O)(=O)N2CCN(CC(=O)NC(C)(C#N)C3CC3)CC2)ccc1Br (stereo not drawn)	106	-4	-1.2	8	0	0	1	-1	-2	-1.6
Cc1noc(C)c1COc1ccccc1C(=O)N1CCN(S(=O)(=O)c2cccc([N+](=O)[O-])c2)CC1	100	-2	-3.3	12	0	-4	2	-14	-5	1.1

As entered above.
For V-ATPase pHluor, CC1(C)S[C@@H]2[C@H](NC(=O)C(C(=O)O)c3ccccc3)C(=O)N2[C@H]1C(=O)O (stereo partly drawn) shows 0
For Pemphigus Ab inh, COc1ccccc1C(=O)OCC(=O)Nc1ccc(OC(F)F)cc1 shows 100

Other compounds follow.
SMILES	Pemphigus Ab inh	Wnt bcat act	MOR-DOR ag	MOR-DOR inv ag	Arrestin-AP2 inh	V-ATPase pHluor	Keap1 Nrf2 FP	Cardiac RTF inh	RTF Ca sens act	C-LANA FP
O=C(N/N=C/c1ccc2cccnc2c1)c1nc2ccccc2c(=O)[nH]1	106	0	-0.3	2	4	-1	-3	-3	-2	8.5
Clc1cccc(CSc2nnc(-c3cccnc3)n2Cc2ccco2)c1	95	-1	-1.4	8	2	-1	-4	-11	4	0.4
Cc1cc(-c2n[nH]c(=S)n2-c2ccc(C)c(C)c2)no1	109	-2	-2.5	14	-1	-1	-4	0	10	-1.6
O=C(NCCNc1ccccc1[N+](=O)[O-])c1cc(F)c(F)cc1Cl	107	3	-0.8	4	36	0	-3	-1	-3	-0.8
CC(=O)Nc1ccc(NC(=O)C(C)OC(=O)C2CC3C=CC2C3)cc1 (stereo not drawn)	·	-2	-2.6	13	22	-1	-7	-9	-5	0.2
CCCCNC(=O)[C@@H]1CSC2c3ccccc3C(=O)N21 (stereo partly drawn)	104	-1	-0.8	4	14	-6	-1	-9	1	-0.4
O=C(Nc1ccccc1C(=O)N1CCCCCC1)c1ccccc1	109	1	-2.2	12	-16	6	-4	0	9	-1.7
Oc1ccc(Br)cc1/C=N/n1c(C2CCCCC2)n[nH]c1=S	96	-3	9.3	-42	10	0	-3	3	2	4.9
O=C(c1ccccc1)c1ccc(OCC(O)CN2CCCC2)cc1 (stereo not drawn)	102	4	-1.2	6	28	0	-4	0	-3	0.7
CCCn1c(=S)[nH]c2ccc(C(F)(F)F)cc21	·	-1	1.6	-7	-29	-1	-2	-4	-4	1.4
O=C(Nc1nccs1)c1cccc(NC(=O)c2ccco2)c1	104	-3	-2.4	12	9	-1	1	-1	6	0.4
CCSc1nnc(NC(=O)c2cccs2)s1	106	9	-1.1	6	28	16*	0	-10	-5	-0.4
N#CC1=C(N)OC2=C(CCc3ccccc32)C1c1ccccc1 (stereo not drawn)	·	2	5.1	-25	7	-4	-7	10	9	-0.6
CCOC(=O)N1CCN(C(=O)CNCc2cccs2)CC1	98	0	0.5	-2	16	-1	2	3	-2	-0.1
C/C(=N/NC(=O)c1ccccn1)c1ccncc1	108	13	-0.7	3	22	6	-9	-6	2	2.3
COc1cc(C(C(=O)NC2CCCC2)N(C(=O)Cc2cccs2)C2CC2)cc(OC)c1OC (stereo not drawn)	111	0	-1.8	9	7	-1	-3	-7	1	-0.1
COCCn1c(SCC(=O)NCc2ccccc2)nc2ccccc21	110	0	2.5	-21	-2	2	-6	8	-6	0.9
N#CCCn1cc(C=O)c(-c2cccs2)n1	100	-1	0.6	-3	5	4	3	-12	1	0.4
CCCn1c(=O)c2c(c3ccccc31)OCC(=O)N2	117	0	0.3	-1	14	0	1	-1	-3	1.8

Source: PubChem BioAssay
